Compound activity deposited in PubChem by several laboratories.
MMP13 inh – MMP13 (human) collagenase inhibition; MMP-13 fTHP FRET cleavage, Mca fluorescence; inhibition, % at 4 µM; actives 0.07% (n = 65,000);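 active = inhibition above the mean of compound-free control plate wells plus 3 SD, cut at about 14% in these data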;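 note: 0% = DMSO wells and 100% = wells with reference MMP-13 inhibitor after basal subtraction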
5HT1a antag – blocks the human serotonin 5-HT1a receptor; P08908; actives 0.68% (n = 62,000); inhibition, % at 10 µM; AID 612; CHO 5-HT1a Ga15 NFAT-bla reporter, antagonist mode;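 active = inhibition above the mean of all tested compounds plus 3 SD, cut at about 43% in these data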;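 note: receptor stimulated by 5-CT agonist at 100 nM near EC80; beta-lactamase reporter measured by ratiometric fluorescence of a cleavable substrate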
Target sequence (P08908 whole entry, looked up): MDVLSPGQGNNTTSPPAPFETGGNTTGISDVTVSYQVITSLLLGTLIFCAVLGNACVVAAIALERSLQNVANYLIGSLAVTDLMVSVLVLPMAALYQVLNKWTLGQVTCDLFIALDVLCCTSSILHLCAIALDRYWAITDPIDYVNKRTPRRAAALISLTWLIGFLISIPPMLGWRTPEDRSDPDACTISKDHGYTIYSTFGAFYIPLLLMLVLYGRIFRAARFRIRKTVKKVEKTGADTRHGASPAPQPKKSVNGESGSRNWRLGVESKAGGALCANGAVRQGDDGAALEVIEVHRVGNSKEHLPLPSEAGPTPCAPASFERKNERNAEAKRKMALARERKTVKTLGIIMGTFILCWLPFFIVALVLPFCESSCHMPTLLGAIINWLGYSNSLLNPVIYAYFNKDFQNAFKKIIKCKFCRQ
Ecoli tolC – E. coli tolC mutant growth inhibition; actives 2.2% (n = 65,000); growth inhibition, % at 10 µM (by protocol); AID 573; E. coli BW25113 tolC mutant growth, OD615;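 active = growth inhibition at or above a cutoff equal to the mean over every tested compound plus 3 SD, cut at about 60% in these data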;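 note: growth measured after 20 h incubation at 37 °C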
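Signal: optical density read at 615 nm; Assay system: E. coli ΔtolC::kan strain BW25113; Times: 20 h incubation with compound, 37 °C; Dosing: 10 µM final, single dose.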
NADH enzymes – blocks coupling enzymes of NAD/NADH assays | IC50, µM (series often up to 10 µM), inactives show at the top dose inhibition | actives 0.02% (n = 65,000) | AID 774 | coupled PK/LDH NADH assays, four targets;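 active = single-dose screening hits from any of four coupled enzyme assays that gave an IC50 when retested across doses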;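 note: the DPM-DC format reads NADH fluorescence rather than 340 nm absorbance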
RORa activator – activates the human nuclear receptor RORA. CHO-K1 Gal4-RORA LBD luciferase reporter, luminescence; percent increase over mock-subtracted basal signal. activation, % at 10 µM. actives 1.5% (n = 65,000). AID 560;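 active = activation above the mean of all tested compounds plus 3 SD, cut at about 49% in these data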;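 note: 0% = DMSO-treated RORA cells and 100% = added signal equal to DMSO minus mock-transfected cells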
SF1 activator – SF-1 (human) activation | activation, % at 10 µM | Q13285 | CHO-K1 Gal4-SF-1 LBD luciferase reporter; % increase over DMSO SF-1-specific signal | actives 1.9% (n = 65,000) | AID 522;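 active = activation above the mean activation of all tested compounds plus 3 SD, cut at about 50% in these data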
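Material: Gal4–SF-1 LBD one-hybrid luciferase reporter in CHO-K1 cells | Amount: 4,000 cells per well | Compound dosing: 10 µM single point, 1% DMSO | Schedule: 20 h compound treatment, 37 °C | Measured by: SteadyLite luciferase luminescence | Evaluation: Percent activation versus DMSO | Control set: DMSO-treated SF-1-transfected cells as negative, DMSO-treated mock-transfected cells lacking SF-1 as background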
HTR1A agonist – 5-HT1a (human) receptor agonism; P08908; CHO 5-HT1a Ga15 NFAT-bla reporter, FRET ratio; 0% basal, 100% maximal reference agonist; activation, % at 10 µM; actives 0.56% (n = 65,000);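 active = activation above the screen-wide mean activation plus 3 SD, cut at about 19% in these data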;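 note: 0% = DMSO wells and 100% = 5-CT at EC100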
HTR1E agonist – agonists of human 5-HT1E serotonin receptor; P28566; CHO 5-HT1E Ga15 NFAT-bla reporter, FRET; 0% DMSO wells, 100% control agonist wells; activation, % at 6 µM; actives 0.69% (n = 65,000);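 active = activation above a set limit, the screen-wide mean activation plus 3 SD, cut at about 8.5% in these data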;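 note: 100% = positive control agonist at 1 µM giving full maximal response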
Target sequence (P28566 whole entry, looked up): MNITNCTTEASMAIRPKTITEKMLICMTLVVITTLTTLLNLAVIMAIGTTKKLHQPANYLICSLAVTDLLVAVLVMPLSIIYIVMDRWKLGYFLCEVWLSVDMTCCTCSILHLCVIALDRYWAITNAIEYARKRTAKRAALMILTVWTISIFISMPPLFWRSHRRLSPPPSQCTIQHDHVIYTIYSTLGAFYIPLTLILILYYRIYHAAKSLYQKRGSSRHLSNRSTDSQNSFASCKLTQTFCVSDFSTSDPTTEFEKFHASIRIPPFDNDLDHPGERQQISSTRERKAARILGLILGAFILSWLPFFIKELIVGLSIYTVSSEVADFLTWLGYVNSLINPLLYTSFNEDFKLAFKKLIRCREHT
5HT1E antag – 5-HT1E (human) receptor antagonism | P28566 | CHO 5-HT1E Ga15 NFAT-bla reporter, FRET, antagonist | inhibition, % at 6 µM | actives 0.99% (n = 65,000);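 active = inhibition above a set limit, the mean inhibition across every tested compound plus 3 SD, cut at about 29% in these data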;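 note: signal is the 460 over 535 nm emission ratio of beta-lactamase substrate; 0% = agonist plus DMSO wells and 100% = wells without agonist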
* hit, by the source's call; . = not tested or not shown; [ ] = remark or other dose.

SMILES	MMP13 inh	5HT1a antag	Ecoli tolC	NADH enzymes	RORa activator	SF1 activator	HTR1A agonist	HTR1E agonist	5HT1E antag
O=C(C1CCC1)N1CCC(c2nc3c(nnn3Cc3c(F)cccc3Cl)c(=O)[nH]2)CC1	-1	-9	7	4%	-19	-12	-0.2	0.9	0
CCOC(=O)CN(C(=O)Cn1nnc2ccccc21)C(C(=O)NCCOC)c1ccccc1C (centres undefined)	-2	-9	.	12%	6	-12	-2.0	1.0	-17
CCN(CCCNC(=O)C1CCN(S(=O)(=O)N2CCC3(CC2)OCCO3)CC1)c1ccccc1	-3	-2	-14	0%	4	2	-0.7	-0.2	-5
Cc1cc(C)nc(N2CCC(C(=O)Nc3ccc4c(c3)OCO4)CC2)n1	-12	2	-20	6%	-3	6	-1.8	1.3	1
COc1ccc(-c2nc3n(n2)C(c2ccncc2)C(C(N)=O)=C(C)N3)cc1 (centres undefined)	5	7	-18	5%	-2	6	0.4	-0.2	-12
COc1cc(NS(=O)(=O)c2ccc(C)cc2)c2ncccc2c1	-3	67*	26	1%	-85	-94	0.1	1.5	67*
CCCCn1c(CN2CCN(C(=O)OCC)CC2)nc2c1c(=O)[nH]c(=O)n2C	-1	8	-2	1%	-32	-6	-1.1	0.1	0
COC(=O)c1[nH]c2ccccc2c1NC(=O)CN1CCN(C/C=C/c2ccccc2)CC1	-10	-12	44	9%	10	19	-0.5	0.9	-7
CC1(C)Cc2c(C#N)c(SCc3ccccc3)nc(N3CCOCC3)c2CO1	-4	-22	26	3%	3	-8	-0.8	-0.1	-9
CCN(C(=O)COC(=O)c1cccnc1SC)C1CCS(=O)(=O)C1 (centres undefined)	-2	4	-5	4%	12	-14	-1.1	-0.7	3
CC1=C(C)C(=O)N(CCC(=O)O)C1=O	3	16	0	8%	2	7	-2.0	-1.1	7
Cc1[nH]c(=O)[nH]c(=O)c1S(=O)(=O)N1c2ccc(F)cc2CCC1C (centres undefined)	2	-3	2	2%	-3	12	-3.8	0.4	-10
Cn1c(=O)c2c(nc(N3CCOCC3)n2CC(=O)C23CC4CC(CC(C4)C2)C3)n(C)c1=O	0	-11	16	7%	24	-5	18	-0.7	15
Cc1ccc(-c2cc(-c3ccc(Cl)cc3)c(C#N)c(N)n2)o1	-60	-5	-13	7%[fluoresces]	0	-3	3.6	0.3	-2
CCCCN1C(=O)CN(CCc2ccccc2)C(=O)C1c1ccc(OC)cc1 (centres undefined)	4	-4	12	3%	-13	-8	-1.1	-1.7	4
CC(C)=CC1C(C(=O)Nc2ccc(Br)cn2)C1(C)C (centres undefined)	1	7	15	6%	-22	-9	-2.0	0.3	3
COc1ccccc1N1CCN(C(=O)CSc2nc3ccccc3c(=O)n2CC2CCCO2)CC1 (centres undefined)	1	10	38	5%	-17	16	0.5	-0.2	5
CCN(CC)S(=O)(=O)c1cccc(C(=O)Nc2ccc(Cl)cn2)c1	5	18	15	2%	10	27	-1.6	-0.1	-20
CCCC(=O)Nc1nnc(-c2ccco2)s1	-1	6	-5	0%	28	20	0.5	-0.8	-1
O=C(CSc1nnc(COc2ccccc2)n1Cc1ccco1)c1ccc(F)cc1	-3	11	13	3%	12	-6	3.0	0.7	-4
COC(=O)c1c(C(=O)OC)c(C)n(Cc2cccnc2)c1C	2	-11	-9	5%	0	-16	-1.8	0.1	0
CCOc1ccc2cc(C#N)c(SCC(=O)NC(C)CC)nc2c1 (centres undefined)	-15	5	-4	5%	5	10	5.4	1.1	5
O=C(NCCO)c1ccc2[nH]c3c(c2c1)CCCC3	-6	12	2	5%	20	17	-2.6	-0.3	0
Cc1ccc(S(=O)(=O)N2CCN(C(=O)N3CCOCC3)C2C)cc1 (centres undefined)	-4	-8	-3	2%	5	-11	-1.5	-0.2	6
Cc1ccccc1NC(=O)CSc1nc(Nc2ccccc2)nc(N2CCOCC2)n1	0	-6	-5	3%	-8	3	-1.5	-0.4	-7
COCCn1c(Sc2ccc(C)cc2)nc2c1c(=O)[nH]c(=O)n2C	-5	5	4	8%	32	12	1.3	0.5	-2
CCOC(=O)CN1C(=O)C(=O)c2cccc(C)c21	-1	19	-12	2%	13	-5	-2.9	-0.4	6
COc1ccc(OC)c(C2C(C(C)=O)=C(O)C(=O)N2CCN2CCOCC2)c1 (centres undefined)	-2	-8	-8	6%	-1	-6	-0.7	0.0	-7
CC(C)c1nc(SCC(=O)NCc2ccccc2)n[nH]1	3	-9	-12	5%	0	10	-3.7	0.6	-4
CCn1c(=O)c2c(cnn2C)c2ccccc21	0	24	4	9%	-30	5	-5.0	0.8	12
C=CCNC(=O)NC(=O)COC(=O)COc1ccc(Br)cc1F	3	-9	-11	4%	13	-2	-0.6	0.0	-7
Cc1cc2c(cc1C)NC(c1ccccn1)C1=C(CC(C)(C)CC1=O)N2 (centres undefined)	0	-10	14	7%	12	10	-1.8	0.5	-6
Cc1ccc(-c2nc(CS(=O)(=O)CC(=O)NC3CCCCC3C)c(C)o2)cc1 (centres undefined)	-6	-5	14	3%	-3	0	-0.8	1.2	-12
CCc1ccccc1NS(=O)(=O)c1cc(C)ccc1OC	-1	-15	3	5%	-11	9	-1.2	0.9	-10
CCC(C)(C)n1nnnc1C(c1ccncc1)N1CCN(c2cccc(OC)c2)CC1 (centres undefined)	2	26	5	1%	-3	-7	0.5	0.2	-2
Cn1c(=O)c2c(-c3ccccc3)n3c4ccccc4ncc3c2n(C)c1=O	-69[fluorescence artefact?]	-6	3	7%[fluoresces]	15	4	-0.3	0.5	10
CC(O)Cc1nsc(NC(=O)c2cccs2)n1 (centres undefined)	4	-13	-21	1%	-3	27	-0.2	2.2	-10
CCOC(=O)c1nnc2cc(-c3ccc(Br)cc3)nn2c1C	1	7	-14	3%	-6	1	-3.3	-0.1	-2
Cc1nc2sc(C(c3ccc(F)cc3)N3CCN(C(=O)c4ccco4)CC3)c(O)n2n1 (centres undefined)	-3	-9	-7	6%	3	-6	0.2	-0.5	-5
COc1ccccc1NC(=O)CN1C(=O)C(C)Oc2ccccc21 (centres undefined)	3	14	-3	5%	-10	-5	-0.2	0.7	6
O=C(COc1ccc2c(c1)OCO2)Nc1ccc2c(c1)oc1ccccc12	4	-9	8	2%	21	0	-2.7	-1.8	-4
CCOC(=O)C1(C(=O)OCC)C(c2ccccc2)CC(O)N1C(C)=O (centres undefined)	-4	.	2	2%	0	-2	-0.4	-0.9	4
COc1ccc(N(CC(=O)N2CC=C(c3ccccc3)CC2)S(=O)(=O)c2c(C)noc2C)cc1	4	1	7	0%	2	-9	3.3	0.8	-10
O=C(CSc1nc2c(c(=O)n1-c1ccc(F)cc1)SCC2)Nc1ccc2c(c1)OCO2	10	9	18	5%	9	-2	1.2	2.0	2
COc1ccc(CN2CCCCC2c2cccnc2)c(OC)c1C (centres undefined)	0	18	-1	1%	-14	4	-1.7	0.2	10
O=S(=O)(Nc1cccc(C(F)(F)F)c1)c1cnc[nH]1	1	-16	-15	6%	2	10	-3.1	1.2	-8
COC(=O)[C@H](CC(C)C)NC(=O)NC1CCCc2ccccc21 (some centres undefined)	0	19	-5	5%	-24	-25	-0.8	0.3	1
CC1CCc2nn(CC(=O)NC3CCCC3)cc2C1 (centres undefined)	2	-13	-11	3%	-7	-5	40*	0.1	-8
CCOC(=O)C(C)n1cnc2c(nnn2-c2ccc(OC)cc2)c1=O (centres undefined)	0	-2	-9	9%	3	-17	0.4	0.2	0
Cc1onc(-c2c(F)cccc2Cl)c1C(=O)N1CCN(S(C)(=O)=O)CC1	-3	-7	-11	5%	-4	16	0.1	-0.5	-6
CCSc1nc2c(c(=O)[nH]1)C(c1cccnc1)C(C(=O)OC(C)C)=C(C)N2 (centres undefined)	-4	6	4	2%	14	-2	1.2	-1.1	0
Cc1cc2ccccc2n1CCNC(=O)COc1ccccc1	0	11	17	4%	5	-7	-1.3	-0.7	-3

Reformatted comma-delimited: entries from further up
smiles,MMP13 inh,5HT1a antag,Ecoli tolC,NADH enzymes,RORa activator,SF1 activator,HTR1A agonist,HTR1E agonist,5HT1E antag
CC(O)Cc1nsc(NC(=O)c2cccs2)n1 (centres undefined),4,-13,-21,1%,-3,27,-0.2,2.2,-10
CCOC(=O)c1nnc2cc(-c3ccc(Br)cc3)nn2c1C,1,7,-14,3%,-6,1,-3.3,-0.1,-2
Cc1nc2sc(C(c3ccc(F)cc3)N3CCN(C(=O)c4ccco4)CC3)c(O)n2n1 (centres undefined),-3,-9,-7,6%,3,-6,0.2,-0.5,-5
COc1ccccc1NC(=O)CN1C(=O)C(C)Oc2ccccc21 (centres undefined),3,14,-3,5%,-10,-5,-0.2,0.7,6
O=C(COc1ccc2c(c1)OCO2)Nc1ccc2c(c1)oc1ccccc12,4,-9,8,2%,21,0,-2.7,-1.8,-4
CCOC(=O)C1(C(=O)OCC)C(c2ccccc2)CC(O)N1C(C)=O (centres undefined),-4,.,2,2%,0,-2,-0.4,-0.9,4
COc1ccc(N(CC(=O)N2CC=C(c3ccccc3)CC2)S(=O)(=O)c2c(C)noc2C)cc1,4,1,7,0%,2,-9,3.3,0.8,-10
O=C(CSc1nc2c(c(=O)n1-c1ccc(F)cc1)SCC2)Nc1ccc2c(c1)OCO2,10,9,18,5%,9,-2,1.2,2.0,2
COc1ccc(CN2CCCCC2c2cccnc2)c(OC)c1C (centres undefined),0,18,-1,1%,-14,4,-1.7,0.2,10
O=S(=O)(Nc1cccc(C(F)(F)F)c1)c1cnc[nH]1,1,-16,-15,6%,2,10,-3.1,1.2,-8
COC(=O)[C@H](CC(C)C)NC(=O)NC1CCCc2ccccc21 (some centres undefined),0,19,-5,5%,-24,-25,-0.8,0.3,1
CC1CCc2nn(CC(=O)NC3CCCC3)cc2C1 (centres undefined),2,-13,-11,3%,-7,-5,40*,0.1,-8
CCOC(=O)C(C)n1cnc2c(nnn2-c2ccc(OC)cc2)c1=O (centres undefined),0,-2,-9,9%,3,-17,0.4,0.2,0
